Compound activity: PubChem, several laboratories
Scp1 inh – inhibitors of human Scp-1 phosphatase | Q9GZU7 | Recombinant Scp1, phosphopeptide, malachite green phosphate absorbance | inhibition, % at 20 µM | 340,000 tested, 0.88% active;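 active means inhibition above about 50% at 20 µM, limit read from the data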;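 further: plate controls were DMSO wells with enzyme for no effect and wells lacking enzyme for full effect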
Target sequence (Q9GZU7 76-261 limits assumed): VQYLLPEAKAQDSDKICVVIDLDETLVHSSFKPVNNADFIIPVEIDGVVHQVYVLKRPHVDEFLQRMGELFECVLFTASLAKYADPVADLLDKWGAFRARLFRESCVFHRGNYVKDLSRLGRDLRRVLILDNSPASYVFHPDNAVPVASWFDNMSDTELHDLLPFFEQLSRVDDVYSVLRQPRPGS
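Material – SCP-1 phosphatase catalytic domain, residues 76-261 · Buffer or medium – Acidic Tris acetate buffer with magnesium and detergent · Also added – Phospho 17-mer peptide substrate · Compound – single 20 µM dose, 1% DMSO · Times – 45 min room-temperature reaction, 5 min colour, 30 min stabiliser · Technique – Phosphate-binding colour reagent, absorbance read at 630 nm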
NadD inh – NadD (S. aureus) enzyme inhibition; purified NadD enzyme, colorimetric absorbance read-out; inhibition, % at 20 µM; AID 602399; 360,000 tested, 0.78% active; in the data active means inhibition above about 26%; further: some compounds past the cut are filed as inactive
LMPTP inh – LMPTP (human) inhibition | recombinant LMPTP-A, OMFP fluorogenic substrate, fluorescence intensity | 360,000 tested, 0.22% active | AID 651560 | inhibition, % at 20 µM;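 active means compounds that cut the enzyme signal by at least half of the control window in the single-dose screen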;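 further: plate controls were DMSO wells with enzyme plus substrate for no effect and substrate without enzyme for full effect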
Target sequence (P24666 whole entry, looked up): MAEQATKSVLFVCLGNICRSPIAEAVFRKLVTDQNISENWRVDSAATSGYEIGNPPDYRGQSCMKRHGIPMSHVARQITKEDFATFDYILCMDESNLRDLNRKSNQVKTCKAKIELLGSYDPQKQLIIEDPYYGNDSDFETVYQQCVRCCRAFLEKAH
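Test system – LMPTP-A enzyme · Amount – LMPTP-A at 0.625 nM final in the reaction · Buffer or medium – Bis-Tris pH 6.0, DTT, detergent · Reagent – OMFP 400 µM · Doses – single 20 µM dose · Schedule – reaction 50 min, room temperature, dark · Detection – fluorescence intensity of OMFP turnover product · Evaluation – percent inhibition versus substrate-only and uninhibited controls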
STEP block – STEP (human) phosphatase inhibition; recombinant STEP, OMFP fluorogenic substrate, fluorescence; AID 588621; inhibition, % at 20 µM; 360,000 tested, 0.25% active;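 active means inhibition at 20 µM, scaled per plate between control wells, above about 37%, limit read from the data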;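 further: 0% = DMSO with enzyme and substrate and 100% = substrate only without enzyme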
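material = STEP tyrosine phosphatase | reagent = fluorogenic phosphatase substrate OMFP at 25 µM final | doses = single compound dose of 20 µM, 1% DMSO final | schedule = 20 min reaction, room temperature, in the dark | measured by = fluorescence, 480/540 nm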
Rpn11 block – blocks the human proteasome subunit Rpn11; O00487; human 26S proteasome, Ub4-pepOG fluorescence polarization; 20S core pre-blocked with epoxomicin; calls only at 20 µM; 360,000 tested, 0.59% active; AID 588493;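 active means inhibition at 20 µM, scaled to each plate's controls, above about 33%, limit read from the data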
Target sequence (O00487 whole entry, looked up): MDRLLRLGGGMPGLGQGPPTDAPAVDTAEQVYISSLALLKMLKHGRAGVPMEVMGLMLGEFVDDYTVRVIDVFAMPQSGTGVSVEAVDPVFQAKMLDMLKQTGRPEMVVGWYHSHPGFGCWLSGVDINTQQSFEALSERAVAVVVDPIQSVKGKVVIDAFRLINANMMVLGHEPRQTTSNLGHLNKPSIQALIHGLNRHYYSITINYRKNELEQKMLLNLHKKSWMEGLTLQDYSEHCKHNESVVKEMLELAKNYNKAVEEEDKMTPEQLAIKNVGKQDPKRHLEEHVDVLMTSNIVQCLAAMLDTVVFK
SUMO1-SIM PPI – SUMO1-SIM interaction modulation; SUMO1 binding to a labelled peptide, TR-FRET, 1 h; inhibition, % at 20 µM; 360,000 tested, 0.33% active; AID 602429; in the data active means inhibition above about 37%
Target sequence (P63165 whole entry, looked up): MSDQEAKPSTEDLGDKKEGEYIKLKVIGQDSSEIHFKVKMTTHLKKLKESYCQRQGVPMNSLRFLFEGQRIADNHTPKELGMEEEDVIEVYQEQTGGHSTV
TbMetRS inhib – Trypanosoma brucei MetRS inhibition; purified T. brucei MetRS, ATP depletion, Kinase-Glo luminescence; inhibition, % at 11.9 µM; 360,000 tested, 0.4% active; AID 624268;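 active means inhibition above a per-plate cutoff of the control wells' mean inhibition plus 3 SD, cut at about 5.5% in these data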;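 further: 0% = DMSO wells median and 100% = median of wells with control inhibitor compound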
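Assay system: T. brucei methionyl-tRNA synthetase, purified | Medium: HEPES buffer with MgCl2, KCl, DTT, spermine, BSA, pyrophosphatase | Compound: 11.9 µM single point | Incubation: 15 min enzyme-compound preincubation, 2 h reaction, 10 min detection, 25 °C | Measured by: Kinase-Glo luciferase luminescence reporting remaining unconsumed ATP | Measure: % inhibition normalized to control-well medians | Replication: Singlicate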
CSN inh – blocks human CSN-mediated cullin deneddylation; Q92905; Purified CSN, SCF-Nedd8-OG deneddylation, fluorescence polarization; inhibition, % at 12.5 µM; 360,000 tested, 0.38% active; AID 651999;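 active means pattern-corrected inhibition above about 35%, with an unprinted fluorescence ratio check between 0.5 and 1.5, limit read from the data, passing the limit was not always enough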;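 further: 0% = enzyme with substrate and 100% = substrate without enzyme; some results filed as inactive read as strong as hits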
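Assay system: Purified human Csn5 enzyme expressed in HEK293T cells | Amount: Enzyme 0.24 nM | Measured by: Fluorescence polarization readout | Medium: Tris/NaCl/DTT buffer, pH 7.5 | Compound dosing: One concentration, 12.5 µM, 0.25% DMSO | Times: 90 min incubation of compound, enzyme and substrate at room temperature | Control set: no-enzyme wells high, enzyme-with-substrate wells low | Read-out: % inhibition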
MLLE-PAM2 inh – inhibitors of microRNA-mediated deadenylation, human PABP1 MLLE binding; P11940; GST-MLLE / FITC-PAM2 fluorescence polarization; AID 588489; inhibition, % at 20 µM; 360,000 tested, 0.36% active; in the data active means inhibition above about 35%, passing the limit was not always enough;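 further: plate controls were DMSO wells with GST-MLLE for no effect and wells lacking GST-MLLE protein for full effect; some results filed as inactive read as strong as hits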
DNMT1 block – blocks human DNA methyltransferase DNMT1; P26358; DNMT1 molecular beacon, Hinp1I cleavage, fluorescence; inhibition (reported as % activation of signal), % at 10 µM; 360,000 tested, 0.83% active; AID 588458; in the data active means inhibition above about 50%
* = called active by the depositor; i = inactive; / = not tested or not shown.

Every second line gives: LMPTP inh, STEP block, SUMO1-SIM PPI, NadD inh, DNMT1 block, MLLE-PAM2 inh, TbMetRS inhib, Scp1 inh, CSN inh, Rpn11 block
> O=C(OCC(=O)N1CCN(C(=O)c2ccco2)CC1)c1cc(-c2ccc(Cl)c(Cl)c2Cl)nc2ccccc12
  3.4, 2, 64*, 13, -13, -16, -0.6, -7, 6, i
> O=C(NCCN1CCCC1)c1ccc(Br)cc1
  -4.1, -3, 0, -6, -1, 12, 0.1, -10, -1, i
> COCCN1Cc2cccc(C(=O)Nc3ccc(C)c(C)c3)c2C1=O
  1.0, -1, 6, -7, -5, -1, -1.0, -3, 1, i
> COc1ccc(NC(=O)CN2CCN(CC(=O)Nc3cc(OC)cc(OC)c3)CC2)cc1
  -1.4, -2, 0, 0, -2, 3, -0.7, -10, 0, i
> CCOC(=O)C1=C(CSc2nc(-c3ccccc3)ccc2C#N)OC(N)=C(C#N)C1c1cccnc1 (stereo not drawn)
  3.1, -3, 16, 40*, -12, -12, 0.1, -4, 32, /
> CC(=O)N1CCN(C2=NC(=O)/C(=C\c3cccs3)S2)CC1
  -0.4, 0, -15, -7, 0, 10, -0.3, -6, 3, i
> CCOC(=O)c1ccc(NC(=O)c2nc[nH]c2C(=O)N[C@@H](CC(C)C)C(=O)OC(C)(C)C)cc1
  2.0, 0, 3, 4, -18, 9, -0.4, 3, -2, i
> CSC1=N/C(=C\c2ccccc2)C(=O)N1C
  -0.3, 1, -11, -2, 5, -42, 0.1, -7, 4, i
> Cc1cc(C)n(Cc2ccc(NC(=O)c3c([N+](=O)[O-])c(C)nn3C)cc2)n1
  -0.7, 2, -15, 4, -8, -6, -0.4, -3, 2, i
> COc1ccc(C2=C(CC(=O)O)C(=O)CC2)cc1
  -1.9, 1, -8, -5, -1, -5, -0.3, -6, -19, i
> CCN1C[C@@H]2[C@@H]3C(=O)N(Cc4ccccc4)C(=O)[C@@H]3[C@](CC)(C(=O)OC)N2C1=NC
  -2.7, -3, 4, -1, 6, -3, 0.3, 4, 0, i
> Cc1ccc(CNC(=O)c2cc(-c3ccccc3)nn2Cc2cc(C)no2)cc1
  2.9, -1, 2, -7, -1, -10, 0.0, -7, 0, i
> CC(C)N1CCC(N2CCN(C3CCCCCC3)CC2CCO)CC1 (stereo not drawn)
  -5.4, -1, 1, 16, 0, 3, 2.4, 1, 1, i
> CCCN1C2CCCC1CC(NC(=O)C1CCCCC1)C2 (stereo not drawn)
  -1.0, -2, 1, 0, 1, 2, -0.1, -3, 3, i
> COc1ccc(S(=O)(=O)NC(C)C(=O)N2CCCC2)cc1Cl (stereo not drawn)
  0.0, -1, 1, 2, 11, 0, -0.8, 14, 2, i
> CC1CN(C(=O)CSc2cn(CC(=O)N3CCOCC3)c3ccccc23)CC(C)O1 (stereo not drawn)
  -1.3, -2, -1, -3, 0, 14, -0.3, -6, 1, i
> CCCc1cc(=O)[nH]c(Nc2ccc(OC)c(Cl)c2)n1
  -0.2, -2, 3, -1, -4, 11, 1.4, 0, -3, i
> O=C1N(c2ccccc2)C(c2ccccc2)C12CCCCC2 (stereo not drawn)
  4.7, 2, 2, -3, 5, 6, 1.1, -9, 1, i
> COc1ccc(CCN(C)Cc2cccc3ccccc23)cc1OC
  0.2, -2, -2, 1, 0, -2, -0.1, -2, -6, i
> COc1cccc(-n2cc(CN(C)Cc3nc(Cc4ccccc4)no3)cn2)c1
  -0.4, 1, 0, -5, 0, -11, -0.7, -6, 1, i
> CO/N=C(\Cn1ncc(NC2CCCCC2)c(Br)c1=O)c1ccc(Cl)cc1
  3.9, 0, -2, -4, -1, 1, -0.8, -11, 3, i
> CCCn1c(CN2CCCCC2CC)nc2c1c(=O)n(C)c(=O)n2C (stereo not drawn)
  -0.3, 0, 3, -1, -3, -12, -0.3, -14, 2, i
> CCOC(=O)c1ccc(-c2csc(NC(=O)CN3CCC(C)CC3)n2)cc1
  0.2, 0, 3, -9, 14, -17, -0.8, -2, 3, i
> O=C(O)CCn1c(=S)n(CCC(=O)O)c2ccccc21
  -1.9, 0, -5, -1, 2, -11, -0.3, -11, -2, i
> CC(=O)c1ccc2c(c1)C1C=CCC1C(c1ccc(S(=O)(=O)N3CCOCC3)cc1)N2 (stereo not drawn)
  3.0, -2, 19, 29, -49, 24, -0.2, -1, -4, i
> O=C(CCC(=O)N(c1ccc(F)cc1)C(C(=O)NC1CCCC1)c1ccncc1)Nc1cccnc1 (stereo not drawn)
  -0.6, -1, 2, -1, 2, -3, -0.8, -4, 1, i
> CCOC(=O)c1sc2nc(CC(=O)OC)nc(N3CCN(c4ccc(OC)cc4)CC3)c2c1C
  3.3, 6, -8, 7, -4, -22, -0.1, -4, 3, i
> CC1CN(C(=O)c2ccc(C(=O)c3ccccc3)cc2)CC(C)O1 (stereo not drawn)
  -1.8, -2, 7, 4, 4, 15, -1.1, -8, 2, i
> CCOC(=O)c1c(C)c(C(=O)Nc2ccc(F)cc2)c(C)n1C
  -1.8, 2, -1, -10, 2, -8, -0.7, -7, 0, i
> CC(C(=O)NC(=O)NC1CCCCC1)N1CCN(C(c2ccccc2)c2ccccc2)CC1 (stereo not drawn)
  2.4, 0, 1, 5, -4, -16, -1.3, -7, -5, i
> CC1(C(=O)NS(=O)(=O)c2ccc(Cl)s2)CCN1C(=O)c1ccc(C2CCCCC2)cc1 (stereo not drawn)
  0.3, -2, 8, 1, 6, 7, -0.1, /, 3, i
> Cc1cc(C(=O)CSc2nc3ccccc3[nH]2)c(C)n1Cc1ccco1
  3.3, 3, 0, 13, -11, -80, 1.3, -5, 4, i
> CC(C)(C)c1ccc(-c2nnc(SCC(=O)c3ccc4c(c3)OCCO4)o2)cc1
  -2.7, 1, 14, 3, -4, -62, -0.1, -21, -2, i
> CN(C)c1nc(SCC#N)nc(N(C)C)n1
  -2.1, 1, 1, 2, 1, 10, -0.9, -7, 3, i
> COc1ccccc1CNC(=O)CN1C(=O)COc2ccc(S(=O)(=O)NC3CCCC3)cc21
  -0.2, -2, 16, -5, 1, -2, -0.7, -8, -2, i
> CCC(CC)C(=O)Nc1ccc(Nc2ccccc2)cc1
  0.0, 0, 1, 0, -6, 5, -0.9, -7, -10, i
> CO[C@@]1(NC(=O)CSCC#N)C(=O)N2C(C(=O)O)=C(CSc3nnnn3C)CS[C@@H]21
  -2.4, 3, 12, 4, 66*, 3, -0.2, 65*, 15, i
> Cc1nc(-c2ccc(C(=O)N3CCCC3)cc2)cs1
  -0.9, 2, 1, 1, 7, 2, -1.9, -1, 2, i
> Cc1ccc(NC(=O)CCNC(=O)c2ccccc2Cl)cc1S(=O)(=O)N1CCOCC1
  -0.9, -2, 4, 4, 2, 1, -0.2, -5, -5, i
> Oc1[nH]c2ccc(Br)cc2c1N=Nc1ccc(F)cc1
  0.3, -33, -6, 3, 20, 128, -0.6, -7, -68, i
> COc1cccc(N2C(=O)Nc3ccccc3C2(O)C(=O)NCc2ccc3c(c2)OCO3)c1 (stereo not drawn)
  -0.4, -4, 2, 1, 1, 1, -0.1, -12, 2, i
> COc1ccc(C(CC(=O)O)NC(=O)c2ccccc2)cc1OC (stereo not drawn)
  -2.9, -5, -2, 2, 2, -2, -0.1, 0, -3, i
> CCC(C)NC(=O)C1c2ccccc2C(=O)N1Cc1ccccc1OC (stereo not drawn)
  0.4, 0, -2, 1, 6, -6, -2.0, -6, 1, i
> COc1ccc(N(C(=O)c2snc(C(N)=O)c2N)C(C(=O)NC2CCCC2)c2ccc(OC)c(OC)c2)cc1 (stereo not drawn)
  0.6, -3, -12, 0, 0, -2, -0.7, 1, -2, i
> C=CCOC(=O)C1=C[C@H](c2csc3ccccc23)[C@@H](CCCO)[C@H](OCC)O1
  -0.5, 1, 4, -8, -10, 9, -0.2, -6, 1, i

3 compounds drawn at random from those above, as already listed:
Every second line gives: LMPTP inh, STEP block, SUMO1-SIM PPI, NadD inh, DNMT1 block, MLLE-PAM2 inh, TbMetRS inhib, Scp1 inh, CSN inh, Rpn11 block
> O=C(CCC(=O)N(c1ccc(F)cc1)C(C(=O)NC1CCCC1)c1ccncc1)Nc1cccnc1 (stereo not drawn)
  -0.6, -1, 2, -1, 2, -3, -0.8, -4, 1, i
> O=C(NCCN1CCCC1)c1ccc(Br)cc1
  -4.1, -3, 0, -6, -1, 12, 0.1, -10, -1, i
> CSC1=N/C(=C\c2ccccc2)C(=O)N1C
  -0.3, 1, -11, -2, 5, -42, 0.1, -7, 4, i

Continuation.
Every second line gives: LMPTP inh, STEP block, SUMO1-SIM PPI, NadD inh, DNMT1 block, MLLE-PAM2 inh, TbMetRS inhib, Scp1 inh, CSN inh, Rpn11 block
> CCN(CC)S(=O)(=O)c1ccc(C(=O)NCc2ccc3[nH]c4c(c3c2)CCCC4)cc1
  3.4, 2, 2, 6, -18, -11, -0.3, -5, -1, i
> COc1ccc(C=Nc2ccc3[nH]ncc3c2)c(O)c1
  -2.0, 3, -3, -1, -3, 0, 1.2, -4, -5, i
> COCCNC(=O)CN(c1cc(Cl)ccc1OC)S(C)(=O)=O
  -1.2, -4, 2, 3, -1, 3, 0.1, -5, -1, i
> Cc1ccccc1C(=O)N1CC(=O)Nc2ccc(F)cc2C1c1ccc(F)cc1 (stereo not drawn)
  -1.9, -1, -1, -6, 0, -8, -1.6, -6, 3, i
